FLuc counter: firefly luciferase modulation, counter-screen for miR-21 project; Potency, µM (top dose mostly 57.5 µM), for the others: top-dose activity change, negative = inhibition, most hits filed as inhibitors; P08659; actives 6.9% (n = 360,000); AID 588342; purified FLuc, Km substrates, luminescence inhibition;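 further: potency means the concentration at half of the fitted maximal effect; plate controls were vehicle for no effect and reference inhibitor for full effect; nearly all actives have a fitted effect of over 55% in size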
Target sequence (P08659 whole entry, looked up): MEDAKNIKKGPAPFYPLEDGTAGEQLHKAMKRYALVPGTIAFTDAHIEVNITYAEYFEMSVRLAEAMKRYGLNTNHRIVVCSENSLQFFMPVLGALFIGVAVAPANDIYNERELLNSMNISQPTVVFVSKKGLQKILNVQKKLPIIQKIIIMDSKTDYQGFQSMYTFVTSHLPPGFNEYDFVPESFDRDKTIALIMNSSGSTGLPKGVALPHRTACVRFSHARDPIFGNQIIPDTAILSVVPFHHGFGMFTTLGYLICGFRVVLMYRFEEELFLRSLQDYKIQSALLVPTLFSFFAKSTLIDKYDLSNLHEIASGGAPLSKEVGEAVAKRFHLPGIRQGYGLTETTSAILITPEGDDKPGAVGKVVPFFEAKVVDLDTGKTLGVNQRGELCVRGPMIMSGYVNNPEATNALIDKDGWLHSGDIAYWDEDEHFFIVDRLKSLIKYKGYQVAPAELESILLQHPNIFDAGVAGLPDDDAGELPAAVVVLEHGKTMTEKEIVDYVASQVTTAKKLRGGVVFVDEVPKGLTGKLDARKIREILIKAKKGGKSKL
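Purified P. pyralis luciferase (10nM final) with 10uM D-luciferin and 10uM ATP (Km levels) in 50mM Tris acetate pH 7.5, 10mM Mg acetate, 0.01% Tween-20, 0.05% BSA; qHTS 6-point titration, ~60 µM downward; luminescence read.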
Rab9 prom act: activators of Rab9 promoter | Huh7 Rab9 promoter-luciferase reporter, luminescence, 24 h | Potency, µM (doses to about 9.22 µM), for the others: at the highest dose activation, negative = inhibition, hits mostly activators | actives 2.8% (n = 320,000) | AID 485297; further: potency means the concentration at half of the fitted maximal effect; % of control where 0% means no effect; nearly all actives have a fitted effect of over 60% in size
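Luminescence read-out: Huh7 cells stably expressing Rab9-luciferase, treated 24 h with compound at 37 °C, then lysed with luciferase reagent for 10 min at ambient before reading.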
uPA generation: inhibitors of cell surface uPA generation. AID 540303. Potency, µM (titrated, usually from 38.3 µM), for inactives: at the highest dose activity change, negative = inhibition, most hits filed as inhibitors. actives 0.31% (n = 330,000). cell surface uPA generation assay, qHTS; active means well fitted inhibition curve with a large enough effect; inconclusive means small, poorly fitted or top-dose-only effect; inactive means no such curve, though single readings can be large or run the other way; tested in mouse RAW 264.7 cells; further: potency means the concentration at half of the fitted maximal effect; on the % scale 0 is the no-effect control and ±100 the full control effect; nearly all actives have a fitted effect of over 55% in size
ELG1 genotox: induces genotoxicity in HEK293T cells with luciferase-tagged ELG1. HEK293T ELG1-luciferase reporter, luminescence, 16 h. Potency, µM (titrated, usually from 46 µM), for inactives: top-dose activity change, positive = activation, usual class: activators. actives 1.3% (n = 330,000). AID 504466; further: potency means the concentration at half of the fitted maximal effect; % of control where 0% means no effect; nearly all actives have a fitted effect of over 60% in size
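HEK293T cells expressing luciferase-tagged ELG1 were treated with compound or DMSO for 16 hr at 37°C. Luciferase activity was then read after 30 min with ONE-Glo at room temperature; rising signal flags genetic stress.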
RORg inh: blocks mouse ROR gamma transcriptional activity; P51450; Drosophila S2 Gal4-RORgamma UAS-luciferase reporter, 20 h; Potency, µM (top dose mostly 53.6 µM), inactives show top-dose activity change, negative = inhibition, usual class: inhibitors; actives 5.4% (n = 310,000); AID 2551; further: potency means the concentration at half of the fitted maximal effect; on the % scale 0 is the no-effect control and ±100 the full control effect; nearly all actives have a fitted effect of over 60% in size
Target sequence (P51450 whole entry, looked up, the tested form may be a part): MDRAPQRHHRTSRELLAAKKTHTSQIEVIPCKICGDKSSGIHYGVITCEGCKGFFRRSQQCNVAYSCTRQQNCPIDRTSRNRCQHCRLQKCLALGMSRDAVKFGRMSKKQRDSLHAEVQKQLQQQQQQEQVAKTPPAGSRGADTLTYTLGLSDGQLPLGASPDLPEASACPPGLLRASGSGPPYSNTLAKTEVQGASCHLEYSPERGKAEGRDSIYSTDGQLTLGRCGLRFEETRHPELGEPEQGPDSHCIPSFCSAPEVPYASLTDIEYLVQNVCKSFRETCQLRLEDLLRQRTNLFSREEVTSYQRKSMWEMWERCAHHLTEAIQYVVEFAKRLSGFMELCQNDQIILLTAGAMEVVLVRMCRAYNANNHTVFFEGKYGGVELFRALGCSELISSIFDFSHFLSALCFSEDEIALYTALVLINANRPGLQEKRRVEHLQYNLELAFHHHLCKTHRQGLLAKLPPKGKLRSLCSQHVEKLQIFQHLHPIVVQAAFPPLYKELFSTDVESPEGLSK
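Drosophila Schneider cells stably carrying a metallothionein-driven Gal4 DBD–ROR gamma fusion and a UAS-Photinus luciferase reporter were exposed to compound for 1 hr, then induced with copper sulfate (700 uM final) for 20 hr at ambient temperature before luminescence reading.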
NPC1 promoter act: activators of NPC1 promoter; actives 2.4% (n = 320,000); AID 485313; Huh7 NPC1 promoter luciferase reporter, 24 h; Potency, µM (titrated, usually from 9.22 µM), for inactives: top-dose activation, most hits filed as activators;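 further: potency means the concentration at half of the fitted maximal effect; % of control where 0% means no effect; nearly all actives have a fitted effect of over 60% in size; reporter is driven by a mutant NPC1 promoter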
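Compounds in DMSO were transferred onto Huh7 NPC1-luciferase reporter cells pre-incubated 2 h; after 24 h at 37 °C, Amplite reagent was dispensed and luminescence recorded 10 min later.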
Gal4-VP16 FLuc: counter-screen for ROR gamma inhibitors: Gal4-VP16 reporter. Potency, µM (titrated, usually from 53.6 µM), inactives show top-dose activity, negative = inhibition, usual class: inhibitors. Drosophila S2 Gal4-VP16 UAS-luciferase, luminescence, 20 h. actives 3.5% (n = 310,000);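 further: Gal4-VP16 expression switched on by copper sulfate through the metallothionein promoter; potency means the concentration at half of the fitted maximal effect; on the % scale 0 is the no-effect control and ±100 the full control effect; nearly all actives have a fitted effect of over 50% in size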
KCNH2 3.1 inh: KCNH2 3.1 (human) potassium channel inhibition. AID 720553. actives 0.95% (n = 340,000). activity change, % (tested at about 1.8 µM). U2OS KCNH2 3.1, thallium flux FluxOr; hits give low values;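 active means maximum activity change below -70%; inconclusive means maximum activity change from -70% to -50%; inactive means maximum activity change above -50%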;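 further: thallium influx rate constant from kinetic fluorescence after stimulation buffer; on the % scale 0 is the no-effect control and ±100 the full control effect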
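Normalized rate constant (relative to positive and negative DMSO controls) derived from a 2 min kinetic fluorescence read after stimulation; U2OS cells expressing the 3.1 isoform via virus at 1.77 x 10^8 /mL.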
Tb PFK inh: blocks T. brucei phosphofructokinase. T. brucei PFK, ADP-Glo luminescence. actives 0.17% (n = 330,000). Potency, µM (series often up to 57.5 µM), for inactives: at the highest dose activity, negative = inhibition, actives largely listed as inhibitors. O15648;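 further: potency means the concentration at half of the fitted maximal effect; 0% = uninhibited 1x PFK enzyme wells and -100% = no-enzyme wells; nearly all actives have a fitted effect of over 60% in size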
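1.25 nM PFK with 0.5 mM F6P and 0.1 mM ATP in 0.1 M TEA pH 8.0, 5 mM MgCl2, incubated 45 min at room temperature; ADP measured by ADP-Glo luminescence; compounds titrated up to 57 uM.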
Giardia kill: Giardia lamblia killing; Giardia lamblia trophozoite viability; activity change, % at 7.66 µM, hits read low; actives 0.15% (n = 340,000); AID 540267; in the data active means activity change below about -80%; inconclusive means between about -30% and that limit;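 further: parasites exposed to compound for two days anaerobically before the ATP read; on the % scale 0 is the no-effect control and ±100 the full control effect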
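Luminescent ATP signal served as the viability read-out, measured 15-30 min after adding ATP detection reagent to trophozoites that had been incubated with compounds for 48 hrs at 37 deg C anaerobically at 100 cells/well.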
FBPA coupling cs: coupling enzyme interference in Giardia aldolase counter-screen. actives 0.67% (n = 290,000). coupling enzyme system counterscreen, AmpLite Red fluorescence. activity change, negative = inhibition, % at 58.2 µM, hits read low. AID 2472; in the data active means activity change below about -30%; further: on the % scale 0 is the no-effect control and ±100 the full control effect
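Compounds tested against the coupling enzymes alone at 57.5 uM final; readout was AmpLite Red fluorescence (525/598 nm) after 20 min at RT.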
* hit, by the source's call; u = inconclusive; x = no result given; [ ] = another dose, or the depositor's remark. Unless noted, the call rests on the fitted dose curve; in most records, active means well fitted curve in the direction sought with a large enough effect; inconclusive means small, poorly fitted or top-dose-only effect, or another doubt; inactive means no such curve, though single readings can be large; an effect the other way counts as inactive or inconclusive.

Order of results – FLuc counter, Rab9 prom act, uPA generation, ELG1 genotox, RORg inh, NPC1 promoter act, Gal4-VP16 FLuc, KCNH2 3.1 inh, Tb PFK inh, Giardia kill, FBPA coupling cs
1. CC(C)N1CC(C(=O)Nc2ccc(Cl)c([N+](=O)[O-])c2)CC1=O (stereo unspecified)
→ 1%, -1%, -15%, -14%, 1%, -3%, -5%, -6, -21%, -6, -1
2. CCOc1ccc(/C(O)=C2/C(=O)C(=O)N(CCOCCO)C2c2ccccc2)cc1 (stereo unspecified)
→ -4%, 1%, 4%, 0%, 11%, 0%, 8%, 7, -4%, -8, 24
3. Cc1ncc(S(=O)(=O)c2ccccc2)c(-c2ccccc2Cl)n1
→ -2%, -1%, -7%, 3%, -2%, 1%, 1%, 8, 3%, 5, 1
4. CCOC(=O)NN1C(=O)c2ccccc2NC1(C)C
→ -5%, 2%, 0%, 7%, -15%, 1%, 6%, 25, -3%, 2, 2
5. O=[N+]([O-])c1cc2cccnc2c2ncccc12
→ 0%, -2%, -12%, -5%, -18%, 1%, 2%, -19, 0%, -88*, -6
6. O=C(c1ccc2c(c1)N(Cc1ccc(F)cc1)C(=O)CS2)N1CCOCC1
→ 3%, -1%, x, 0%, 7%, -1%, -4%, 18, 7%, 2, -1
7. COCCOC(=O)c1c(C)n(C)c2ccc(OC(=O)c3ccccc3OC)cc12
→ -13%, -1%, 8%, 1%, -7%, -2%, -10%, 13, -1%, 37[activator], -5
8. Cc1ccc2nc(-c3ccc4c(c3)NC(=O)CO4)cn2c1
→ 0.85µM*, 1.1µM*, -11%, u, u, 1.6µM*, u, 11, -2%, -3, -20
9. CCN(CC)CCN1C(=O)C(=O)/C(=C(/O)c2ccc(OC)c(OC)c2)C1c1ccccn1 (stereo unspecified)
→ 11%, 1%, -3%, -8%, 9%, -1%, 3%, -7, 0%, -5, -1
10. Cc1cccc(-c2nc(Nc3ccc(O)cc3)c3ccccc3n2)c1
→ 19µM*, 0%, -7%, -8%, 9%, -2%, -10%, -19, -3%, 2, -3
11. CCc1ccc(CNC(=O)C2CCCN(S(=O)(=O)N3CC(C)CC(C)C3)C2)cc1 (stereo unspecified)
→ 0%, 0%, 2%, -1%, -21%, -5%, 0%, -7, 7%, 13, 7
12. COc1cccc(C(=O)NCCCNC(=O)c2ccco2)c1
→ 1%, 5%, 6%, 2%, -2%, 0%, 0%, 3, -2%, -3, -3
13. CC(=O)NS(=O)(=O)c1ccc(NC(=S)NC(=O)Cc2ccccc2)cc1
→ -7%, -1%, 24%, 0%, 2%, -1%, -12%, -3, -1%, 2, 3
14. O=C(Cc1ccc(F)cc1)N1CCN=C1SCc1ccc([N+](=O)[O-])cc1
→ 0%, -5%, -15%, -6%, 55%, -2%, -5%, -2, 0%, -12, 2
15. Cn1cccc1Cc1nnc(SCC(=O)NC2CCCC2)n1-c1ccc(F)cc1
→ 0%, 11%, -2%, -7%, 3%, 0%, 14%, 7, 3%, 18, 3
16. O=C(N/N=C/c1sc(=O)n(-c2ccccc2)c1Cl)c1ccncc1
→ u, -4%, -7%, -5%, 7.1µM*, 9%, 11µM*, -11, 3%, 0, 3
17. Cc1cc2[nH]c(=O)c(=O)[nH]c2cc1S(=O)(=O)NC1CCC(C)CC1 (stereo unspecified)
→ -1%, -6%, 1%, 2%, -19%, -19%, 1%, -11, 0%, 13, x
18. O=C(c1sccc1-n1cccc1)N1CCCC1
→ 0%, -1%, 2%, 3%, 4%, 0%, 4%, -7, -4%, -29, -3
19. O=C(CN1C(=O)COc2ccccc21)N(Cc1cccnc1)Cc1ccccc1F
→ 5%, 0%, x, -15%, -14%[0.365 µM], 0%, x, -14, -4%, -8, 3
20. N=C1S/C(=C\c2cn[nH]c2-c2ccc(F)cc2)C(=O)N1c1ccccc1F
→ u, 4µM*, -4%, 10%, 9%, 3.2µM*, 9%, -4, 8%, -3, 6
21. Clc1ccc(CN2C3=NCCN3c3ccccc32)cc1
→ -1%, -6%, -4%, -9%, u, -3%, -6%, -30, 24µM*, 2, 0
22. CS(=O)(=O)C1=C(O)C(=O)N(CCCC(=O)O)C1c1ccccc1F (stereo unspecified)
→ 10%, 0%, -8%, 2%, -7%, -3%, -15%, -6, 1%, 49[activator], 0
23. CCOc1ccc(CC(=O)Nc2cccc(-c3ccc4nnc(C)n4n3)c2)cc1
→ -13%, 0%, -8%, u, -40%, -7%, -9%, 5, -4%, -3, 0
24. COc1cc(C(=O)NCc2nnc(SCC(=O)NCc3ccco3)o2)cc(OC)c1OC
→ 2%, 0%, -1%, 4%, -11%, -4%, 9%, 15, -3%, -14, x
25. COc1cccc(-c2c(C(=O)N/N=C/c3cccs3)nnn2-c2nonc2N)c1
→ -12%, 5%, -4%, -4%, 7.1µM*, 5%, 10µM*, 14, -8%, 1, -13
26. Cc1ccc(SCc2cn3c(C)csc3n2)cc1
→ 2.1µM*, 0.63µM*, -28%, 1.6µM*, 0%, 0.63µM*, -21%, -7, 3%, -11, 2
27. CCCOP(=O)(c1ccc(N(C)C)cc1)C(O)c1ccncc1 (stereo unspecified)
→ 1%, -1%, 0%, 3%, 19%, 0%, 4%, -2, -6%, -15, 1
28. CCN1/C(=C/C(=O)c2ccco2)Sc2ccccc21
→ 24µM*, u, -10%, 0%, -36%, 4%, -29%, 13, 5%, -11, -27
29. O=C(CSc1nc2ccccc2c(=O)n1-c1ccc(SC(F)F)cc1)Nc1ccc(N2CCOCC2)cc1
→ 1%, -8%, -7%, 14%, u, -6%, 8%[10 µM], x, 2%, 32[activator], 0
30. Cc1[nH]c2ccccc2c1C(O)c1ccncc1 (stereo unspecified)
→ 0%, 0%, -1%, -3%, 1%, -1%, -1%, -4, 7%, -11, 0

(further entries)
Order of results – FLuc counter, Rab9 prom act, uPA generation, ELG1 genotox, RORg inh, NPC1 promoter act, Gal4-VP16 FLuc, KCNH2 3.1 inh, Tb PFK inh, Giardia kill, FBPA coupling cs
31. O=C(CN1CCCCC1)NCCNc1ccc(C(F)(F)F)cc1[N+](=O)[O-]
→ 8%, -1%, 2%, 2%, 14%, -1%, 1%, 6, 3%, 6, 4
32. Cc1ccnc(NC(=O)Cn2cc([N+](=O)[O-])cn2)c1
→ u, -10%, 6%, u, -20%, -11%, 7%, 11, 0%, 5, 0
33. COc1ccc(C(=O)CSc2n[nH]c(C)n2)cc1[N+](=O)[O-]
→ -1%, -2%, -2%, 0%, u, 0%, u, -4, -1%, 9, 1
34. O=C(COC(=O)c1cc(S(=O)(=O)N2CCCCC2)ccc1N1CCOCC1)NCCc1ccc(F)cc1
→ -2%, 0%, -7%, -5%, -27%, -11%, -2%, -4, 8%, -2, 5
35. COc1ccc(Cn2ccc(=O)c(Cc3c(Cl)cccc3Cl)c2C)cc1
→ 1%, -5%, -7%, -5%, 16µM*, -4%, 16µM*, 23, -10%, -2, 11
36. C#CCOCCOCCOCCNc1nc(N2CCN(C(=O)Cn3cc(CCCN=C(N)N)nn3)CC2)nc(N2CCN(C(=O)[C@H](C)n3cc(CCCN=C(N)N)nn3)CC2)n1
→ 5%, -3%, -4%, 1%, -1%, -2%, -1%, 0, 5%, -16, 0
37. CCOC(=O)/C(=C/C=C/c1ccccc1)NC(=O)c1ccccc1
→ u, -3%, 12%, -4%, -11%, -2%, 3%, 6, 3%, 23, -3

Random excerpt: two records from the list, in no set order.
Order of results – FLuc counter, Rab9 prom act, uPA generation, ELG1 genotox, RORg inh, NPC1 promoter act, Gal4-VP16 FLuc, KCNH2 3.1 inh, Tb PFK inh, Giardia kill, FBPA coupling cs
32. Cc1ccnc(NC(=O)Cn2cc([N+](=O)[O-])cn2)c1
→ u, -10%, 6%, u, -20%, -11%, 7%, 11, 0%, 5, 0
33. COc1ccc(C(=O)CSc2n[nH]c(C)n2)cc1[N+](=O)[O-]
→ -1%, -2%, -2%, 0%, u, 0%, u, -4, -1%, 9, 1

Arranged by the number under Rab9 prom act (falling): four of the compounds above.
| entry | SMILES | Rab9 prom act | uPA generation | RORg inh | NPC1 promoter act | Tb PFK inh |
| --- | --- | --- | --- | --- | --- | --- |
| 31 | O=C(CN1CCCCC1)NCCNc1ccc(C(F)(F)F)cc1[N+](=O)[O-] | -1% | 2% | 14% | -1% | 3% |
| 33 | COc1ccc(C(=O)CSc2n[nH]c(C)n2)cc1[N+](=O)[O-] | -2% | -2% | u | 0% | -1% |
| 36 | C#CCOCCOCCOCCNc1nc(N2CCN(C(=O)Cn3cc(CCCN=C(N)N)nn3)CC2)nc(N2CCN(C(=O)[C@H](C)n3cc(CCCN=C(N)N)nn3)CC2)n1 | -3% | -4% | -1% | -2% | 5% |
| 35 | COc1ccc(Cn2ccc(=O)c(Cc3c(Cl)cccc3Cl)c2C)cc1 | -5% | -7% | 16µM* | -4% | -10% |
